PglD inh – blocks C. jejuni PglD acetyltransferase activity. purified PglD enzyme, DTNB colorimetric CoA detection. inhibition, % at 12.5 µM. 360,000 compounds, 0.098% hits. AID 602405; in the data active = inhibition above about 16%, passing the limit was not always enough; inconclusive = no clear call, values can overlap the other calls; also: strong numbers were not always called active
INS-1E GSIS act – primary screen for activators of insulin secretion dependent on glucose, INS-1E cells, GLuc reporter luminescence | INS-1E GLuc reporter insulin secretion, 2-3 h | activation, % at 16.6 µM | 370,000 compounds, 0.61% hits | AID 743287;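 active = lowest replicate activation of at least 40%, so every replicate reaches that level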;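 also: 0% = median of neutral control wells and 100% = median of IBMX positive control wells; some compounds called inactive have numbers as strong as hits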
LGR2 antag – blocks bursicon-induced cAMP signaling via Drosophila LGR2 | AID 720647 | 380,000 compounds, 0.35% hits | HEK293 LGR2, CRE-luciferase, bursicon-stimulated, 4 h | inhibition, % at 9.99 µM;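 active = drop in luminescence signal, shown as inhibition above about 50% in the replicate tests, limit read from the data, passing the limit was not always enough; inconclusive = probably only some replicates passing the limit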;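 also: agonist challenge used bursicon conditioned medium at about half maximal strength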
ARNT TACC3 PPI – ARNT/TACC3 interaction disruption; AID 623870; inhibition, % at 9.99 µM; 390,000 compounds, 0.66% hits; Q9Y6A5; AlphaScreen His-ARNT PAS-B/GST-TACC3 binding, luminescence; TACC3 fragment carries E629A point mutation;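 active = mean inhibition of replicates at least 50% and at least half of replicates each reaching 50%; inconclusive = half or more replicates reach 50% but mean below 50%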;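 also: 0% = complete ARNT plus TACC3 wells and 100% = ARNT alone without TACC3; many hits fall short of the cut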
PAX8 reporter – PAX8 transcriptional activity inhibition; RMG-I TPO-luciferase reporter, SteadyGlo, 24 h; inhibition, % at 12.6 µM; 360,000 compounds, 1.2% hits;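 active = mean replicate inhibition at least 60% with every replicate also reaching 60%; inconclusive = only one of the two criteria is met; inactive = mean below 60% and not all replicates reaching 60%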;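 also: luciferase light reporting Pax8 driven TPO promoter activity; plate controls were median of neutral control wells for no effect and mitoxantrone controls for full effect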
Statin myotox sup – suppressors of simvastatin-induced myotoxicity in C2C12 myotubes; 330,000 compounds, 0.78% hits; rescue of ATP level, % at 7.49 µM; ATP luminescence, 48 h; scaled: DMSO 0, geranylgeraniol control 100;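 active = mean ATP rescue above about 67%, or every replicate alone reaching that limit, limit read from the data, passing the limit was not always enough; inconclusive = no clear call, values can overlap the other calls; inactive = mean under the limit and some replicate under it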;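 also: myotubes were challenged with 10 µM simvastatin during compound exposure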
Cneo AK release – causes C. neoformans cell lysis; AID 651654; 360,000 compounds, 0.2% hits; lysis activity, % at 15 µM; adenylate kinase release luminescence, 4 h; normalised: neutral wells 0, clomiphene wells 100;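 active = mean lysis activity across replicates of at least 80%, whatever share of replicates individually reach that level; inactive = mean lysis activity below 80%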
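Material: C. neoformans cells; Schedule: 4 h static compound exposure, 37 °C, read 1 h post-reagent; Measured by: adenylate kinase release luminescence; Read-out: signal increase indicating cell lysis; Controls: Clomiphene as positive lysis control.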
PGC1a acetyl inh – lowers PGC1a acetylation signal in U2OS cells | AlphaScreen anti-acetyl-lysine; with virally co-expressed GCN5 acetyltransferase | inhibition, % at 15.6 µM | 350,000 compounds, 0.17% hits;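 active = every replicate shows inhibition of at least 40%; inconclusive = mean inhibition at least 40% but some replicate below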;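 also: 0% = neutral control wells and 100% = positive control wells; some results beyond the cut were filed as inactive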
Starred values were filed as active, the others as inactive; ? = inconclusive; . = not tested or not shown; & = joins results of further samples.

Abbreviations – A = PglD inh; B = INS-1E GSIS act; C = LGR2 antag; D = ARNT TACC3 PPI; E = PAX8 reporter; F = Statin myotox sup; G = Cneo AK release; H = PGC1a acetyl inh
C#CCOCCOCCOCCNc1nc(N2CCN(C(=O)CCCCCCCCCCNC(=O)Cn3cc(C[C@@H](C)O)nn3)CC2)nc(N2CCN(C(=O)CCCCCCCCCCNC(=O)[C@H](CCCCN)n3cc(C[C@@H](C)CC)nn3)CC2)n1
  A = 2	B = .	C = .	D = 22	E = .	F = -139	G = 6	H = .
O=C(NCCSc1ccc(Br)cc1)c1ccccc1
  A = .	B = 2	C = 9	D = -10	E = 2	F = .	G = .	H = -15
CCC(C)NS(=O)(=O)c1ccc(NS(C)(=O)=O)cc1 (stereo not given)
  A = -5	B = .	C = .	D = 23	E = .	F = -6	G = 7	H = 1
Cc1ccc(C2C(C(=O)O)c3ccccc3C(=O)N2C)o1 (stereo not given)
  A = 5	B = 48	C = 7	D = -14	E = .	F = -3	G = -1	H = 5
O=S(=O)(c1ccc2ccccc2c1)N(CC(O)COCc1ccco1)c1ccccc1 (stereo not given)
  A = 4	B = -33	C = 14	D = 20	E = .	F = 59	G = -2	H = 0
COC(=O)/C=C1\S/C(=N/NC(=O)c2ccccc2)NC1=O
  A = 5	B = .	C = .	D = -8	E = .	F = 5	G = 0	H = 4
CN(NC(=O)CN1C(=O)c2ccccc2C1=O)C1=NS(=O)(=O)c2ccccc21
  A = -8	B = 8	C = 17	D = .	E = 4	F = 6	G = 0	H = 5
CCC(=O)N(C)C[C@H]1Oc2ncc(C#Cc3ccncc3)cc2C(=O)N([C@@H](C)CO)C[C@@H]1C
  A = 5&-2	B = -14&6	C = -5&-11	D = -2&-2	E = -22	F = -3&1&-7	G = 0&0	H = 6&-2&-12
CC(=O)c1ccc(OC(C)C(=O)NC2CCCCC2C)cc1 (stereo not given)
  A = .	B = 22	C = -10	D = -14	E = 1	F = -7	G = 1	H = -1
OC(c1ccc(F)cc1)c1nc(-c2cnc3ccccc3c2)cs1 (stereo not given)
  A = -7	B = .	C = -40	D = .	E = -200	F = 8	G = -9	H = -6
Cc1c(Cl)c([N+](=O)[O-])nn1CCCC(=O)Nc1sc2c(c1C(N)=O)CCC(C)C2 (stereo not given)
  A = 3	B = -21	C = 1	D = -3	E = -3	F = .	G = -3	H = .
COc1ccc(-n2c(=O)[nH]c3cc(C(=O)NCCc4ccc(Cl)cc4)ccc3c2=O)cc1OC
  A = .	B = -30	C = 13	D = -13	E = 45	F = 14	G = .	H = -3
O=C1C2C3c4ccccc4C(c4ccccc43)C2C(=O)N1c1cccnc1 (stereo not given)
  A = .	B = 11	C = -6	D = -1	E = 3	F = .	G = .	H = .
O=C(C=Cc1ccccn1)c1ccccc1
  A = -5	B = 12	C = ?	D = -17	E = .	F = 1	G = 1	H = 10
CCOC(=O)CN(C(=O)CNC(=O)c1cccs1)C(C(=O)NC1CCCC1)c1cccnc1 (stereo not given)
  A = 0	B = .	C = .	D = -15	E = 1	F = .	G = -1	H = 2
COC(CNC(=O)c1ccc2nc3ccccc3c(=O)n2c1)OC
  A = 7	B = -7	C = -5	D = 17	E = -11	F = 1	G = 0	H = -18
C[C@@H]1CN([C@H](C)CO)S(=O)(=O)c2ccc(C#CCN(C)C)cc2O[C@H]1CN(C)Cc1ccccc1F
  A = 3	B = -16	C = -9	D = 15	E = .	F = -142	G = 3	H = -26
C/C=C/c1ccc2c(c1)O[C@H](CN(C)C(=O)NC(C)C)[C@@H](C)CN([C@@H](C)CO)S2(=O)=O
  A = -3	B = 34	C = -5	D = -5	E = .	F = -5	G = -2	H = -15
CO[C@@H]1CN(C)C(=O)c2cc(NC(=O)C3CCOCC3)ccc2OC[C@H](C)N(C(C)=O)C[C@@H]1C
  A = .	B = 5	C = -10	D = .	E = 8	F = -2	G = .	H = 1
Cc1noc(C)c1NC(=O)N(C)C[C@@H]1OCCCC[C@H](C)Oc2ccc(N(C)C)cc2C(=O)N([C@@H](C)CO)C[C@@H]1C
  A = -4	B = -4	C = 7	D = 26	E = -7	F = 1	G = -2	H = 7
C[C@@H]1CN([C@H](C)CO)C(=O)CCCn2nncc2CO[C@@H]1CN(C)C(=O)Nc1ccc(N2CCCCC2)cc1
  A = -1&0&1	B = -3&-9	C = 11&10	D = 3&-1	E = -23&0	F = -1&1&-8	G = 0&-3&-4	H = 8&0&3
CN(CC(=O)Nc1ccc(Cl)c(S(=O)(=O)N2CCOCC2)c1)C(=O)c1cccs1
  A = -3	B = 14	C = -17	D = 9	E = 12	F = 0	G = -2	H = -2
O=C(NC1CCCC1)N1CC2(C1)[C@H](c1ccccc1)[C@@H](CO)N2S(=O)(=O)Cc1ccccc1
  A = .	B = 1	C = -4	D = .	E = -7	F = .	G = .	H = -1
Cc1ccc(C(=O)COC(=O)c2cc(Cl)nc3ccccc23)cc1C
  A = 1	B = .	C = .	D = -5	E = 7	F = -4	G = -2	H = 7
Cc1ccc(-c2nc3cc(C)ccc3o2)cc1
  A = 5	B = .	C = .	D = 4	E = .	F = 3	G = -5	H = 16
O=C(CC1C(=O)NCCN1Cc1ccc(-c2ccccc2)cc1)NCCOc1cccnc1 (stereo not given)
  A = .	B = -4	C = -26	D = -1	E = 4	F = .	G = .	H = .
C=CCOC(=O)C1=C[C@@H](c2ccccc2)[C@H](CCCO)[C@@H](OCC)O1
  A = 0	B = .	C = 8	D = -5	E = -2	F = -2	G = -1	H = -2
COc1ccc(NC(=O)N2CCCC2C(=O)Nc2ccc(C)cc2C)cc1 (stereo not given)
  A = -4	B = 10	C = -1	D = -3	E = -4	F = 5	G = -1	H = .
O=C(N[C@H]1C/C=C\C[C@H](CC(=O)N(CCO)Cc2ccccc2)C(=O)NC[C@H](c2ccccc2)OC1=O)OCC1c2ccccc2-c2ccccc21
  A = 2	B = .	C = .	D = -19	E = .	F = -22	G = 3	H = 16
CC(C)(C)Cc1nnc(NC(=O)c2ccc([N+](=O)[O-])cc2)s1
  A = -3	B = 9	C = -89	D = -5	E = 33	F = .	G = 2	H = 0

Exported with two lines to a compound: 5 of the compounds above
Below each compound: PglD inh	INS-1E GSIS act	LGR2 antag	ARNT TACC3 PPI	PAX8 reporter	Statin myotox sup	Cneo AK release	PGC1a acetyl inh
COC(=O)/C=C1\S/C(=N/NC(=O)c2ccccc2)NC1=O
→ 5	.	.	-8	.	5	0	4
COc1ccc(-n2c(=O)[nH]c3cc(C(=O)NCCc4ccc(Cl)cc4)ccc3c2=O)cc1OC
→ .	-30	13	-13	45	14	.	-3
O=C(C=Cc1ccccn1)c1ccccc1
→ -5	12	?	-17	.	1	1	10
C=CCOC(=O)C1=C[C@@H](c2ccccc2)[C@H](CCCO)[C@@H](OCC)O1
→ 0	.	8	-5	-2	-2	-1	-2
CN(NC(=O)CN1C(=O)c2ccccc2C1=O)C1=NS(=O)(=O)c2ccccc21
→ -8	8	17	.	4	6	0	5

Next part.
Abbreviations – A = PglD inh; B = INS-1E GSIS act; C = LGR2 antag; D = ARNT TACC3 PPI; E = PAX8 reporter; F = Statin myotox sup; G = Cneo AK release; H = PGC1a acetyl inh
COc1ccc(-c2nnn(CC(=O)NCCc3ccc(OC)c(OC)c3)n2)cc1
  A = .	B = 5	C = -1	D = -1	E = -17	F = .	G = .	H = 35
S=c1[nH]nc(-c2ccco2)n1/N=C/c1ccc(Br)s1
  A = -4	B = .	C = .	D = 0	E = .	F = -14	G = 0	H = .
CO[C@H]1CN(C)C(=O)c2cc(NC(=O)C3CC3)ccc2OC[C@@H](C)N(CCC(F)(F)F)C[C@@H]1C
  A = 1	B = 0	C = -20	D = 0	E = 4	F = 2	G = 0	H = 7
COc1ccc(C2/C=C\CN(C(=O)C3CCCC3)CC(=O)N2Cc2ccc(F)cc2)cc1 (stereo not given)
  A = -1	B = -15	C = 9	D = 43	E = -2	F = -16	G = -4	H = -2
O=C(Cc1ccccc1)Nc1ccccc1C(=O)Nc1ccc(C(=O)O)cc1
  A = 2	B = -5	C = -11	D = -3	E = 24	F = 4	G = -1	H = 3
O=C(C[C@H]1C[C@H]2c3cc(NC(=O)c4ccc5c(c4)OCO5)ccc3O[C@H]2[C@@H](CO)O1)NCc1cccnc1
  A = -2	B = 12	C = -12	D = -3	E = -23	F = -2	G = -5	H = 3
CCOC(=O)C1(Cc2ccccc2C)CCCN(C(=O)c2ccccn2)C1 (stereo not given)
  A = -1	B = -3	C = -16	D = -6	E = -34	F = 16	G = 1	H = 1
CC(=O)c1cccc(CN2CCc3ccc(NC(=O)C4CCCO4)cc3C2)c1 (stereo not given)
  A = -2	B = -9	C = 17	D = 0	E = .	F = .	G = -1	H = 1
O=C(Cc1ccccn1)NCC[C@H]1CC[C@H](NC(=O)Nc2ccc(C(F)(F)F)cc2)[C@H](CO)O1
  A = 3	B = -1	C = -23	D = 10	E = 69*	F = -1	G = -2	H = 48*
C[C@H](CO)N1C[C@H](C)[C@@H](CN(C)S(=O)(=O)c2cccs2)Oc2c(NC(=O)c3nc4ccccc4s3)cccc2C1=O
  A = -1	B = 4	C = 6	D = 6	E = .	F = .	G = 0	H = 6
C[C@H](CO)N1C[C@H](C)[C@@H](CN(C)C(=O)C2CCCCC2)OCCCC[C@H](C)Oc2ccc(NC(=O)c3ccccc3)cc2C1=O
  A = -1	B = -15	C = -3	D = -1	E = .	F = .	G = -1	H = 1
C[C@H](CO)N1C[C@H](C)[C@@H](CN(C)C(=O)Nc2ccc3c(c2)OCO3)Oc2ccc(NC(=O)Nc3ccc(C(F)(F)F)cc3)cc2C1=O
  A = -1&0	B = -2	C = -12	D = 8&1	E = 49	F = 37&19	G = -2&-2	H = 2
Cc1ccc(C(=O)Nc2nnc(C3CCCCC3)s2)o1
  A = -3	B = 37	C = -64	D = -3	E = .	F = -11	G = -1	H = -40
CC(C)(C)CC(C)(C)N=C1Nc2cc(Cl)c(Cl)cc2NC12C[C@H]1CCC(=O)N3CC[C@@H](C2)[C@@H]13 (stereo not given in full)
  A = -4	B = .	C = .	D = 4	E = 42	F = 23	G = 0	H = 2
Clc1ccccc1-c1nnc2sc(-c3ccc4c(c3)OCO4)nn12
  A = -2	B = .	C = .	D = .	E = .	F = -39	G = -3	H = 6
C[C@@H]1CN([C@@H](C)CO)C(=O)c2cc(NS(=O)(=O)c3ccccc3)ccc2O[C@@H](C)CCCCO[C@@H]1CN(C)C(=O)c1ccccc1
  A = 3	B = -11	C = -2	D = 3	E = -20	F = .	G = 0	H = 15
OCCCn1c(C(CO)Nc2nc(-c3ccc(Cl)cc3)cs2)nc2ccccc21 (stereo not given)
  A = -3	B = -18	C = -29	D = -4	E = 19	F = 16	G = -1	H = 1
COC(C(=O)N/N=C(\C)c1ccc(O)cc1)c1ccccc1 (stereo not given)
  A = -1	B = 0	C = -5	D = 0	E = 6	F = 6	G = 2	H = 5
COCCOc1cc(-n2ccnc2SC)c(Cl)cc1Cl
  A = 4	B = 2	C = -3	D = 0	E = .	F = 92*	G = -1	H = 5
COc1ccc(S(=O)(=O)N(C)C[C@H]2Oc3ccc(NC(=O)CCCCCC(=O)Nc4ccccc4N)cc3C(=O)N([C@@H](C)CO)C[C@@H]2C)cc1
  A = .	B = 11	C = -14	D = .	E = 16	F = .	G = .	H = -9
Cc1ccc(C(=O)n2cnnc2N)cc1
  A = -6	B = .	C = .	D = 7	E = 9	F = 2	G = 0	H = .
COc1ccc(S(=O)(=O)N2CCN(Cc3ccccc3OC)CC2)cc1
  A = -3	B = .	C = -15	D = .	E = 6	F = -5	G = 0	H = -10

Bioassay records from PubChem BioAssay.
